Source: PubChem (several laboratories)
PERK inh – inhibitors of human PERK kinase. inhibition, % at 5.6 µM. CHO PERK-DD fusion, SEAP luminescence translation reporter. Q9NZJ5. AID 1416. actives 0.17% (n = 220,000);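 active = inhibition above the mean inhibition of all tested compounds plus 3 SD, set separately per screening campaign, cut at about 2.9% in these data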;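 also: PERK kinase domain activated by AP20187 dimerizer at 100 nM; 0% = DMSO with dimerizer and 100% = rapamycin at 8.4 µM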
Target sequence (Q9NZJ5 whole entry, looked up, the tested form may be a part): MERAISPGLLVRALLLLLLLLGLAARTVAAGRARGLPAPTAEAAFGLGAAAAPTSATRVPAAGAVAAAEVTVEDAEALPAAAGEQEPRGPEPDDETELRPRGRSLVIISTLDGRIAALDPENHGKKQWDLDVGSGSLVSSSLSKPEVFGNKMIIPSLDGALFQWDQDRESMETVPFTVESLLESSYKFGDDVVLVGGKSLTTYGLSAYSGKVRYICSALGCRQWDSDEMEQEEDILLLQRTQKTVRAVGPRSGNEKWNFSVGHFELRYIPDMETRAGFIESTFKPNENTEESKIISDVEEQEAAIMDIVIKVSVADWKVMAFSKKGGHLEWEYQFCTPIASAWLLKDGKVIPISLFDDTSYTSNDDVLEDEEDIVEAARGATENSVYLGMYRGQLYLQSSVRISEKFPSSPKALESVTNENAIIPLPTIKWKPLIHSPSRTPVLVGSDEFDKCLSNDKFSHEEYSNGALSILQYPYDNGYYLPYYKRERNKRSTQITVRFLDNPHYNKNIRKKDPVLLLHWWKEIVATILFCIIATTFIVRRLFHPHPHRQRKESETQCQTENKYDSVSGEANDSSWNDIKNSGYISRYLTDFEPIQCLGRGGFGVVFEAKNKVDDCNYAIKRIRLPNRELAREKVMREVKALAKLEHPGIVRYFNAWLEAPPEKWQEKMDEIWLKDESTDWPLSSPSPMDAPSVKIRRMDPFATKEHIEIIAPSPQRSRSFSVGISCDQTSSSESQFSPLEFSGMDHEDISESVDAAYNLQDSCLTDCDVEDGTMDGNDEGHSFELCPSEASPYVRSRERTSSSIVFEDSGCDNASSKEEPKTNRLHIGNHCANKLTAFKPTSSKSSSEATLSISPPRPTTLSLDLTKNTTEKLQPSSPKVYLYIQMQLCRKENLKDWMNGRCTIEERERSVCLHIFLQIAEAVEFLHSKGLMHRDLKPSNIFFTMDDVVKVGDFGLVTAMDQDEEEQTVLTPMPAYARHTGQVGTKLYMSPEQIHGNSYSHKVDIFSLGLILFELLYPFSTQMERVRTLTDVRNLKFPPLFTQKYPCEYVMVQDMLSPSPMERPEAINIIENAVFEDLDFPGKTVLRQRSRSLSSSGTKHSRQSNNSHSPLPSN
zVAD death inh – L929 zVAD cell death inhibition; L929 zVAD necroptosis rescue, ATP luminescence, 24 h; with zVAD 60 µM; viability rescue, % at 10 µM; actives 0.38% (n = 220,000); AID 1377;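 active = activation, scaled between plate controls, above about 75%, limit read from the data; inactive = activation under that limit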;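 also: 0% = zVAD with DMSO and 100% = DMSO alone without zVAD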
Cl transport mod – modulates chloride dependent transport by human KCC2. Q9H2X9. KCC2 cells, thallium flux FluoZin-2 fluorescence. B-score of Tl+ flux slope (higher = more flux/activation; lower = inhibition) at 10 µM. actives 2.2% (n = 190,000). AID 1456;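 active = thallium flux slope and its plate-corrected score both differing from the plate sample mean at a set confidence after two filtering rounds, in either direction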;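 also: slope of fluorescence scaled to starting intensity during 10 to 20 s after thallium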
Rad51 HR inh – Rad51 (human) homologous recombination inhibition; Q06609; hRad51 DNA strand exchange, fluorescence dequenching; inhibition, % at 10 µM; actives 0.085% (n = 200,000); AID 1385;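 active = inhibition above 40% at the single screening dose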;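 also: 0% = DMSO control wells and 100% = blanks with heterologous ssDNA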
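Test system: preformed human Rad51 ssDNA filaments. Compound dosing: single dose, 10 µM final compound. Incubation: filaments 15 min 37 °C, then compound 30 min. Technique: FRET fluorescence dequenching, excitation 485 nm, emission 520 nm. Read-out basis: percent inhibition from fluorescence, normalised to plate control and blank means. Benchmarks: plate controls and plate blanks.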
TNF necrop inh – inhibitors of TNF-alpha induced necroptosis in Jurkat FADD-/- cells. Jurkat FADD-/- TNF necroptosis rescue, ATP luminescence, 24 h; 0 = TNF only, 100 = no-TNF cells. activation (protection from cell death), % at 10 µM. actives 0.068% (n = 220,000);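 active = activation, meaning protection from cell death, of at least 50% relative to plate controls; inactive = activation below 50%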;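 also: necroptosis triggered by 40 ng/mL TNF-alpha added together with compound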
EBV gp42 block – blocks Epstein-Barr virus glycoprotein 42 binding | Q1HVG2 | Fluorescence polarization binding assay, mP read-out | inhibition, % (tested at 21.74 µM) | actives 0.42% (n = 220,000) | AID 1085; in the data active = inhibition above about 50%
eIF4E-4G inh – eIF4E/eIF4G interaction inhibition in translation initiation | P63073+Q04637 | inhibition, % at 21.7 µM | actives 0.37% (n = 220,000) | TR-FRET eIF4E-eIF4GI(517-606) binding, 2 h | AID 782;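 active = inhibition above about 30%, limit read from the data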;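 also: 0% = full FRET control wells and 100% = background wells lacking eIF4GI fragment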
MDM2 E3 inh – blocks human Mdm2 ubiquitin ligase activity | Q00987 | cell-based MDM2 ubiquitination luciferase reporter, 2 h; 0 = plate control, 100 = twice control, blank-subtracted | signal enhancement, % at 5 µM | actives 0.11% (n = 210,000);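 active = signal enhancement of 30% or more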;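 also: luminescence tracks abundance of the self-degrading MDM2-luciferase fusion protein; higher signal means inhibition of MDM2 E3 ligase activity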
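Test system: mammalian cells stably expressing self-ubiquitinating, self-degrading MDM2 E3–luciferase fusion; Amount: 2000 cells in each well; Medium: DMEM; Schedule: 4 h settle plus 2 h compound, 37 °C; Technique: SteadyLite luciferase luminescence after 15 min room-temperature reagent incubation; Benchmarks: plate control and blank wells.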
Calpain2 inh – blocks pig calpain II enzyme activity; purified calpain II, fluorogenic peptide substrate, 30 min; inhibition, % at 16 µM; actives 0.37% (n = 220,000);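 active = inhibition above about 50%, limit read from the data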
Starred values were filed as active, the others as inactive; i = inactive; · = not tested or not shown; [ ] = another dose, or the depositor's remark.

SMILES | PERK inh | zVAD death inh | Cl transport mod | Rad51 HR inh | TNF necrop inh | EBV gp42 block | eIF4E-4G inh | MDM2 E3 inh | Calpain2 inh
COc1ccc(S(=O)(=O)N(C)c2ccc(C(=O)NCC3CCCO3)cc2)cc1 (centres undefined) | 0.4 | -0.4 | 0.646 | -0.2 | -0.3 | -6.2 | 4.0[fluorescence artefact?] | -13.1 | -13.2
COC(=O)C(O)(CC(=O)Nc1ccc(OC(F)(F)F)cc1)C(F)(F)F (centres undefined) | 0.3 | 0.8 | 0.577 | 3.2 | 0.0 | -19.6 | 8.4 | 17.8 | 9.5
O=C(NC(=S)Nc1cccc(S(=O)(=O)NC2=NCCC2)c1)c1cc(-c2ccco2)nc2ccccc12 | 0.8 | -1.0 | 0.104 | · | -16.3 | 8.6 | 2.1 | -0.9 | -20.8
COc1cc2c(cc1NCc1ccc3c(c1)OCO3)oc1ccccc12 | 1.4 | 0.9 | -1.63 | -3.9 | 1.6 | -1.1 | 5.2 | 8.2 | -5.7
O=C(Nc1cc(=O)[nH]c2nc(-c3ccccc3)nn12)c1ccc(Cl)cc1 | 2.6 | 0.4 | -1.13 | -5.5 | -1.8 | -21.7 | 4.2 | -4.4 | -7.8
CC(Sc1nnc(C(C)N(C)C)n1-c1ccc(Cl)cc1)C(=O)Nc1ccc2c(c1)OCO2 (centres undefined) | -0.6 | 0.1 | 0.31 | 1.2 | -4.6 | 0.7 | 14.9 | -7.2 | -37.5
COc1cccc(Nc2nc3ccccc3c(=O)[nH]2)c1 | -0.3 | 33.4 | 0.318 | 8.4 | 3.7 | 3.6 | -3.1 | -21.9 | -15.8
CCCOc1ccccc1NC(=O)c1c(-c2ccccc2)noc1C | -0.3 | 0.0 | -0.874 | 2.6 | -0.4 | 3.2 | 2.8 | -1.1 | 14.3
CCOc1c2ccc(C(=O)NCc3ccc(OC(F)(F)F)cc3)cc2nn1CC | 0.0 | 0.4 | 0.36 | 8.9 | 0.1 | -8.5 | 9.0 | -7.3 | i
CCOc1ccc2nc(SCc3ccc(CC(=O)O)cc3)c(C#N)cc2c1 | 0.2 | 1.6 | -2.22 | -10.5 | 0.9 | 4.0 | -0.5 | -16.8 | -23.2
COc1ccc(-c2cc(C(=O)NCCCn3ccnc3)no2)cc1 | 0.6 | 71.2 | -0.234 | 8.7 | -3.9 | -11.3 | 3.9 | -4.6 | -25.2
COc1c(Cl)cc(Cl)cc1C(=O)Nc1ccc(CN2CCCCC2)cc1 | 0.3 | 23.5 | 1.25 | 4.0 | 4.8 | -7.2 | -2.4 | -10.8 | 6.7
N#Cc1c(NC(=O)C2CCCO2)sc2c1CCCCC2 (centres undefined) | 1.2 | 0.7 | 0.0677 | 8.0 | 0.6 | -3.1 | -0.1 | -3.3 | -4.1
Cc1ccccc1C(=O)NC1CCN(CC(=O)NCc2ccc(F)cc2)CC1 | -0.1 | -0.2 | 0.156 | 3.0 | 1.2 | 7.7 | 0.1 | -9.1 | -0.4
CCCN(CC(=O)Nc1ccc(OC)c(OC)c1)CC(=O)Nc1ccc(F)c(F)c1F | 0.0 | 1.0 | -1.29 | -13.9 | 2.8 | -15.5 | -1.9 | -4.1 | -12.0
O=C(O)CN1C(=O)c2ccc(Oc3cccc4c3C(=O)N(CC(=O)O)C4=O)cc2C1=O | 1.2 | 1.0 | · | 4.3 | 2.4 | -18.2 | · | -5.7 | 16.4
CCCCCC(=O)Nc1ccc(S(=O)(=O)Nc2nccnc2OC)cc1 | 0.7 | -0.1 | -0.857 | -4.5 | -0.2 | -14.9 | -5.3 | -9.9 | -30.3
Cc1cc(=O)[nH]c(-c2ccccc2OC(F)(F)F)n1 | 1.6 | 0.9 | -0.556 | 10.0 | 2.0 | -6.5 | 2.3 | -8.4 | 3.4
CCOC(=O)CN1C(=O)C(Sc2n[nH]c(-c3ccccc3)n2)CCc2ccccc21 (centres undefined) | -1.7 | -0.1 | 0.0895 | -0.6 | -0.6 | -9.6 | 4.7 | -15.3 | 27.6
CCOC(=O)c1ccccc1N/C=C1\CCCCC1=O | 0.2 | 0.2 | -1.62 | -1.9 | 1.8 | 1.4 | -2.6 | 5.2 | -29.4
c1ccc(Cn2nnnc2CN2CCN(Cc3ccc4c(c3)OCO4)CC2)cc1 | -0.2 | -0.2 | 0.809 | 7.8 | -3.4 | -6.5 | -3.2 | -9.9 | -10.3
CCn1c2ccccc2c2cc(NC(=O)COC(=O)c3cc(S(=O)(=O)N4CCCCC4)ccc3Cl)ccc21 | -0.1 | 2.1 | -0.0546 | 0.7 | 1.0 | -65.9 | 4.4 | -2.9 | 12.8
CC(C)N(C(=O)COC(=O)CNC(=O)c1ccc(Br)cc1)c1ccccc1 | 0.3 | 1.9 | -0.332 | -2.9 | 0.1 | -3.2 | 8.6 | -9.2 | -3.4
N/C(=N\OC(=O)c1ccc2ccccc2c1)c1ccc(Br)cc1 | 0.9 | 1.3 | -0.424 | 1.7 | 1.3 | -3.6 | -0.9 | -9.8 | 3.5
Cc1c(C)c2cc(Cl)c(O)c(CN3CCCC(C)C3)c2oc1=O (centres undefined) | -0.6 | 0.2 | -0.579 | -2.1 | -1.6 | -7.0 | -3.8 | -6.9 | i
O=C(OCc1c(F)cccc1Cl)c1cnccn1 | 0.8 | 0.1 | -0.281 | -1.5 | -1.3 | -8.3 | 1.5 | -2.6 | -19.9
CC(=O)Nc1ccc(S(=O)(=O)NCC(CCC(=O)O)C(F)(F)F)cc1 (centres undefined) | 0.4 | 2.2 | -0.416 | -0.7 | -0.4 | 7.0 | -2.3 | -6.3 | 11.1
COC(=O)COc1ccc(S(=O)(=O)N2CCc3ccccc3C2)cc1 | 1.0 | 0.1 | · | 0.9 | 0.7 | -4.3 | -2.8 | -10.2 | -17.3
CC/C=C/C(=O)N1CC2(CC(c3cccc(NC(=O)COc4ccc(Cl)cc4)c3)=NO2)C[C@H]1C(N)=O (some centres undefined) | · | -0.4 | 0.173 | -4.6 | -1.9 | -18.9 | 3.3 | -4.8 | 23.5
Cc1ccccc1C(=O)Nc1cccc(-c2nnc(SCC(=O)O)n2C)c1 | 0.5 | -0.3 | 0.915 | -7.2 | -2.5 | -10.3 | 6.5 | -5.5 | -2.4

Full records from above:
CC/C=C/C(=O)N1CC2(CC(c3cccc(NC(=O)COc4ccc(Cl)cc4)c3)=NO2)C[C@H]1C(N)=O (some centres undefined) in the list: PERK inh = ·; zVAD death inh = -0.4; Cl transport mod = 0.173; Rad51 HR inh = -4.6; TNF necrop inh = -1.9; EBV gp42 block = -18.9; eIF4E-4G inh = 3.3; MDM2 E3 inh = -4.8; Calpain2 inh = 23.5
Cc1ccccc1C(=O)Nc1cccc(-c2nnc(SCC(=O)O)n2C)c1 in the list: PERK inh = 0.5; zVAD death inh = -0.3; Cl transport mod = 0.915; Rad51 HR inh = -7.2; TNF necrop inh = -2.5; EBV gp42 block = -10.3; eIF4E-4G inh = 6.5; MDM2 E3 inh = -5.5; Calpain2 inh = -2.4

Later entries:
SMILES | PERK inh | zVAD death inh | Cl transport mod | Rad51 HR inh | TNF necrop inh | EBV gp42 block | eIF4E-4G inh | MDM2 E3 inh | Calpain2 inh
CCOC(=O)c1ccc(N=c2scc(C)n2CC)cc1 | 0.9 | -1.1 | 0.159 | -9.9 | -1.3 | -2.6 | 3.5 | -13.4 | 45.6
O=C(O)c1ccccc1-c1nc2ccccc2c(=O)n1O | 0.1 | -0.7 | 0.00524 | 14.9 | 0.3 | -5.0 | -4.8 | -5.8 | 12.3
O=C(Nc1ccc2nccnc2c1)c1cnccn1 | 1.4 | 0.5 | · | 5.4 | -1.1 | -5.3 | -3.4 | -40.1 | 5.8
CC(=O)c1c(N2CCOCC2)nc(=S)n(Cc2ccccc2)c1C | -0.3 | 1.4 | · | -1.2 | -0.4 | 3.2 | 1.6 | 4.0 | -2.6
COc1ccc(CSCCc2n[nH]c(=S)n2-c2ccccc2)cc1C | 0.4 | 0.3 | 54.8* | 3.2 | -0.9 | -5.6 | -5.0 | -2.2 | 29.6
CCSc1nnc(NC(=O)/C=C/c2ccco2)s1 | -0.2 | -1.3 | -0.441 | 3.7 | 0.0 | -2.0 | 1.7 | -7.6 | -20.0
O=C(Nc1ccc(Cl)cc1C(=O)NCC1CCCO1)c1ccc(Cl)cc1Cl (centres undefined) | -0.9 | -0.3 | -1.89 | 2.1 | 3.0 | -4.9 | 4.3[fluorescence artefact?] | -15.8 | 35.1
CC(=O)Nc1nc2c(c3c1c(=O)oc1ccccc13)CC(C)CC2 (centres undefined) | 0.1 | -0.6 | -1.02 | 0.8 | 0.7 | -19.6 | 1.6[fluorescence artefact?] | -2.5 | -70.5
COC(=O)c1sccc1NC(=O)c1cccc(OC)c1 | -1.1 | -0.8 | · | 1.6 | -1.6 | -8.7 | 0.1 | -11.3 | -25.5
CN1CCN(c2ccc(CNS(=O)(=O)c3cccc(F)c3)cc2)CC1 | 0.1 | -0.3 | -0.58 | 10.8 | -0.9 | 4.7 | 3.5 | -2.9 | 1.1
Cc1ccc(/C(O)=C2/C(=O)C(=O)N(Cc3cccnc3)C2c2ccccn2)cc1 (centres undefined) | 1.3 | 0.1 | -1.01 | -1.2 | -1.0 | 1.4 | 2.9 | 0.6 | -4.1
O=C(NNC(=O)c1ccncc1)NC1CCCCC1 | 0.4 | 2.2 | 1.2 | -3.9 | -0.1 | 2.9 | -0.2 | -7.5 | -7.6
CC1(C)C2CCC1(CS(=O)(=O)N1CCC(C(=O)O)CC1)C(=O)C2 (centres undefined) | 1.4 | -0.4 | 0.285 | · | 2.8 | -422.2 | -2.4 | -4.9 | -7.5
COc1cccc(C(=O)Oc2cc(N)n(S(=O)(=O)c3ccc(C)cc3)n2)c1OC | -0.1 | 0.0 | -2.42 | 1.3 | -0.3 | -3.0 | 6.1 | -7.5 | 5.5
Cc1nnc(SCC(=O)N2CCOCC2)s1 | 1.2 | 0.1 | · | 5.4 | 0.0 | -18.2 | -2.8 | -1.4 | -23.9
O=C(O)C1=C[C@@H](c2csc3ccccc23)C[C@@H](OCc2ccc(CO)cc2)O1 | 0.6 | -1.0 | -3.12* | 5.5 | 0.2 | -16.4 | 3.1 | · | 24.1
COC(=O)C1=C(C)C(c2cccs2)NC(=O)N1C (centres undefined) | 0.0 | 0.0 | 0.227 | 0.5 | -1.2 | 13.8 | -1.9[fluorescence artefact?] | -13.4 | 7.2
O=C(CCS(=O)(=O)c1cccc2nonc12)NCCc1ccccc1Cl | -0.6 | -1.5 | -0.866 | 7.9 | 1.5 | -16.3 | -9.2 | -6.6 | -47.9
COc1ccc(SC[C@H](Cc2ccccc2)N2CCN(CCc3ccccc3)CCC2=O)cc1 | · | 0.0 | -2.65 | -1.4 | 0.9 | -8.9 | -2.9 | 13.5 | 32.2
O=C(CSc1nc2ccccc2n1CC(=O)N1CCCC1)N1CCN(C(=O)c2ccco2)CC1 | 0.8 | 0.4 | -0.393 | 0.5 | -1.4 | 1.0 | -1.8 | 2.8 | -11.3
CN(/N=C/C=C/c1ccccc1)C1=NS(=O)(=O)c2ccccc21 | 0.5 | 0.4 | -1.79 | -3.0 | 0.6 | -10.4 | -0.3 | -14.1 | -101.2
